Growth percent in the NCI-60 one-dose screen (48 h, 10 µM unless noted): 100 = growth as untreated, 0 = no growth, -100 = all killed.
M14: M14 melanoma. actives 6.2% (n = 80,000). AID 1794745
A549/ATCC: A549/ATCC NSCLC | actives 3.7% (n = 81,000)
RPMI-8226: RPMI-8226 leukemia cells; AID 1794781; actives 7.5% (n = 77,000)
HOP-92: HOP-92 NSCLC cells; AID 1794738; actives 6.3% (n = 71,000)
HOP-62: HOP-62 NSCLC; actives 3.9% (n = 80,000); AID 1794735
CCRF-CEM: CCRF-CEM leukemia | actives 7% (n = 77,000)
EKVX: EKVX NSCLC; actives 3% (n = 71,000); AID 1794765
MDA-MB-435: MDA-MB-435 melanoma; actives 7.8% (n = 82,000)
An asterisk follows results filed as active; . = no result given. How the source made its calls: active means growth percent below 10; inactive means the rest.

SMILES	M14	A549/ATCC	RPMI-8226	HOP-92	HOP-62	CCRF-CEM	EKVX	MDA-MB-435
C[C@@H](C(=O)NCCCC#Cc1cnc(Nc2ccc(C#N)cc2)nc1NC1CC1)N(C)C(=O)/C=C/CN(C)C	27	33	15	107	44	14	34	25
CC1CC(NC(=S)N(C)C)CC(C)(C)C1 (stereo not drawn)	98	98	102	92	110	94	114	107
O=C(OCC1OC(n2cc(C(F)(F)F)c(=O)[nH]c2=O)CC1OC(=O)c1ccc([N+](=O)[O-])cc1)c1ccc([N+](=O)[O-])cc1 (stereo not drawn)	-18*	70	72	70	76	.	107	51
CC1=C(C(=O)OCC2CCN(C(=O)OC(C)(C)C)CC2)[C@H](c2cccc(C#N)c2)C2=C(CC(C)(C)CC2=O)N1	50	46	41	86	70	40	63	50
CCOC(=O)/C=C(/C)N	107	98	103	121	101	94	.	106
CCCCCCCCSCCCC(=O)O	101	97	109	105	107	106	96	98
NS(=O)(=O)c1cccc(Nc2nc(SCC(=O)c3ccc(Cl)cc3)nc3c2CCC3)c1	101	92	97	63	76	98	98	99
C#CCOc1ccc(CNC(=O)/C=C/c2ccccc2)cc1OC	108	95	109	96	97	106	92	100
ClCCOCCSC1=NCCN1	100	93	100	94	91	97	107	106
O=c1cc(N/N=C/c2ccccc2)c2cc(Cl)ccc2[nH]1	88	89	78	103	95	95	46	100
COc1cc(/C=N/N2CCCCCC2)cc(I)c1O	108	106	.	.	100	.	89	103
O=P(NC1CCCCC1)(c1ccccc1)c1ccccc1	111	105	105	.	109	97	92	110
COC(=O)[C@H]1[C@H]2C[C@@H]3c4[nH]c5cc(OC)ccc5c4CCN3C[C@H]2C[C@@H](OC(=O)/C=C/c2cc(OC)c(OC)c(OC)c2)[C@@H]1OC	72	74	.	60	62	5.4*	90	7.5*
CCOC(=O)C1=C(C)NC(=O)NC1c1ccc(OCc2cn(-c3ccc(C(C)=O)cc3)nn2)cc1 (stereo not drawn)	105	97	102	88	99	93	99	102
O=C(C(=O)N1CCOCC1)c1ccc(O[C@@H]2O[C@H](CO)[C@H](O)[C@H](O)[C@H]2O)cc1	102	112	94	90	114	112	118	108
S=C(Nc1ccccc1)Nc1nccs1	110	91	120	.	114	45	102	108
CC(=O)c1ccc(NC(=O)Nc2ccc(C(C)=O)cc2)cc1	95	91	102	67	81	90	96	90
COc1cc2c(c(OC)c1OC)C(=O)CC(c1cccc(NC(=O)[C@@H](N)C(C)C)c1)O2 (stereo partly drawn)	98	101	97	77	112	105	99	102
COc1ccc(C2CC(=O)Nc3c2c(C)nn3-c2ccccc2)cc1 (stereo not drawn)	93	94	106	93	111	103	98	100
O=C(Nc1ccc(OCc2ccccn2)c(Cl)c1)c1cccnc1	107	96	93	109	112	97	99	95
Cc1ccc(C(C)C)c(OCC(CC(C)(C(=O)OC2C(O)C(C(C)C)C=CC2(C)C)C(C)C)C2=CC(O)C(C(C)C)CC2)c1 (stereo not drawn)	97	99	104	82	101	103	97	97
CC(C)Cc1ccc(C(C)C(=O)Nc2ccc(-c3cc(=S)ss3)cc2)cc1 (stereo not drawn)	85	79	52	55	88	68	.	91
Cc1ccc(C)c(NC2=C(Cl)C(=O)c3nc(C)ccc3C2=O)c1	-56*	31	-42*	-14*	7.2*	0.2*	1.2*	-82*
Cc1ccc(-n2c(-c3cc4ccccc4nc3Cl)noc2=O)c(C)c1	79	63	55	45	72	71	55	89
Nc1c(C(=O)c2ccc(Br)cc2)oc2nc(-c3cnccn3)cc(-c3cccs3)c12	99	103	100	91	94	100	102	102

Further entries:
SMILES	M14	A549/ATCC	RPMI-8226	HOP-92	HOP-62	CCRF-CEM	EKVX	MDA-MB-435
CC(C)=CCO[C@H]1Cc2cc3ccc(=O)oc3cc2OC1(C)C	101	90	80	100	94	103	103	92
FC(F)(F)Oc1ccc2c(c1)CC1C[C@@H](c3cccc4ccccc34)N2O1 (stereo partly drawn)	85	75	82	.	91	91	98	97
O=Cc1cccn(-c2ccccc2C(=O)O)c1=S	.	118	102	100	95	100	101	113
COc1ccc(Cl)cc1/C=C/C=Nc1ccccc1O	93	93	43	87	.	57	87	90
COc1ccc(-c2nc3cc(C)ccc3n2CC(=O)N=Nc2c(O)[nH]c3ccc(OC)cc23)cc1	-83*	-50*	-15*	.	-70*	39	-25*	-68*
O=C1c2ccccc2C(=O)N1CCCCCCN1C(=O)c2ccccc2C1=O	106	108	92	84	108	.	117	111
COc1ccc(/C=C/C(=O)/C=C(/C=C/c2ccc(OC)c(OCc3ccccc3)c2)OB(F)F)cc1OCc1ccccc1	97	89	94	81	106	92	104	102
COC(=O)CCCNC(=O)C(c1ccc(O)c(O)c1O)N(C(=O)c1cc(O)c(O)c(O)c1)c1ccc(Cl)cc1 (stereo not drawn)	104	94	98	65	92	70	95	93
O=C(O)CNC(=O)OCc1ccccc1	101	121	135	97	95	87	88	101
COC(=O)c1ccc(NC(=O)CSc2nc3ccccc3c(=O)n2-c2ccccc2)cc1	105	89	89	80	106	93	117	104
O=C(O)c1ccc(-n2cc(C(c3oc(CO)cc(=O)c3O)c3oc(CO)cc(=O)c3O)c(-c3ccc(F)c(F)c3)n2)cc1	99	95	83	97	98	99	95	97
Clc1nc(Cl)c2ncn(CC#CCn3cnc4c(Cl)nc(Cl)nc43)c2n1	7.8*	8.8*	-57*	-88*	62	-62*	-39*	4.0*
COc1cccc(Nc2nc(SC)nc(-c3cccc([N+](=O)[O-])c3)c2C#N)c1	83	28	95	63	27	100	65	81
CCCCCCCCCCCC(=O)Nc1ccccc1	98	95	104	84	91	29	.	107
Cc1cc(C)cc(C(C)C)c1	105	98	97	87	101	93	104	108
Cc1cccc(-n2c(SCC(=O)Nc3ccc(S(=O)(=O)Nc4nccc(C)n4)cc3)nc3ccccc3c2=O)c1	97	102	110	93	106	96	95	102
COc1ccc(/C=N\NC(=O)OC(C)(C)C)c(OC)c1OC	105	110	101	.	108	94	.	92
CCCCCC(=O)C(=O)c1ccc(O)cc1O	98	102	93	.	101	80	97	103
Cc1c(Cn2cc(COc3ccc(Br)cc3)nn2)c(C)c(Cn2cc(COc3ccc(Br)cc3)nn2)c(C)c1Cn1cc(COc2ccc(Br)cc2)nn1	98	83	98	94	84	83	100	99
CC(=O)OC1=Cc2sc3[nH]c(=S)n(-c4ccccc4)c(=O)c3c2CC1	109	104	103	105	100	96	103	100
COc1ccc(-c2nc3cc(Cl)c(Cl)cc3n2CC(=O)N=Nc2c(O)[nH]c3ccc(Cl)cc23)cc1	12	19	40	-28*	0.7*	37	26	17
CS(=O)(=O)c1ccc2c(c1)c1c(n2C(=O)c2ccc(Cl)cc2)CCCC1=O	93	101	103	103	112	104	109	101
CC1(C)C(N)=Nc2cc(OCCCN3Cc4ccccc4C3)c(OCC3CC3)cc21	-45*	77	44	64	93	19	78	67
COc1cc(C2SCC(=O)N2c2ccc(C)cc2)ccc1OCC(=O)Nc1ccc(C(C)=O)cc1 (stereo not drawn)	96	94	94	91	97	100	92	102
Cc1ccc(Cl)cc1N1CCN(CCCNC(=O)C2CCN(c3nc4ccccc4[nH]3)CC2)CC1	108	105	100	102	106	110	.	103

Overlap with the part before: 2 entries, then new ones.
SMILES	M14	A549/ATCC	RPMI-8226	HOP-92	HOP-62	CCRF-CEM	EKVX	MDA-MB-435
COc1cc(C2SCC(=O)N2c2ccc(C)cc2)ccc1OCC(=O)Nc1ccc(C(C)=O)cc1 (stereo not drawn)	96	94	94	91	97	100	92	102
Cc1ccc(Cl)cc1N1CCN(CCCNC(=O)C2CCN(c3nc4ccccc4[nH]3)CC2)CC1	108	105	100	102	106	110	.	103
C=CC(=O)Nc1cccc(Oc2nccc(Nc3ccc(S(=O)(=O)Nc4ccccn4)cc3)n2)c1	100	103	101	77	96	99	103	104
Cc1cccc(Cl)c1NC(=O)Nc1nnc2c3c4c(sc3ncn12)CCCC4	106	95	88	74	85	94	65	114
O=C(O)/C(=C/c1cccc(Cl)c1)c1ccc(Cl)cc1	102	97	104	119	107	107	100	103
CC1CCCc2c1nc1nc(=S)[nH]c(N)c1c2-c1ccc(Cl)cc1 (stereo not drawn)	101	97	63	.	105	71	86	96
O=c1cc(CSc2nnc(SCc3cc(=O)oc4c3ccc3ccccc34)o2)c2ccc3ccccc3c2o1	103	89	100	98	99	105	95	112
CSc1ncnc2c1ncn2C1CCCO1 (stereo not drawn)	109	106	104	141	100	109	96	101
O=C1c2ccc([N+](=O)[O-])cc2C(=O)N1C1c2ccccc2Oc2ccccc21	103	95	112	109	101	113	102	107
CC(C)c1cccc(C(C)C)c1NC(=O)OC1CCCCC1	106	84	103	.	102	.	.	100
CS(=O)(=O)c1nccc(-c2c(-c3ccc(OCCN4CCCC4)cc3)nc3sccn23)n1	111	103	96	62	112	93	88	96
CSc1ncnc2n[nH]nc12	106	95	108	92	112	102	110	108
COc1cc(C2=NN(C=O)C(c3sc(Cl)nc3Cl)C2)cc(OC)c1OC (stereo not drawn)	106	90	100	71	96	91	.	99
CCOC(=O)c1nn(C)c2[nH]c(=O)n(C)c(=O)c12	118	106	108	106	106	103	100	101
O=C1C(Nc2ccc(S(=O)(=O)Nc3ccccn3)cc2)=C(Cl)C(=O)c2ncccc21	121	111	92	101	94	93	99	123
COc1ccc(/C(C)=N/N=C2C(=O)Nc3ccc(OC(F)(F)F)cc32)cc1S(N)(=O)=O	95	81	71	52	75	66	73	100
N#CC1=C(N)Oc2c(sc3c(F)cccc23)C1c1ccc(Cl)cc1 (stereo not drawn)	-26*	38	11	37	29	15	51	-32*
COc1cc(C2C3CSCN3[C@@]3(C(=O)Nc4ccccc43)C2C(=O)c2nc3ccccc3[nH]2)cc(OC)c1OC (stereo partly drawn)	107	89	108	106	104	104	100	101
Cc1nnc2c(C#N)c(-c3cccn3C)cc(-c3ccc(Br)cc3)n12	103	102	57	70	85	35	98	120
NS(=O)(=O)c1ccc(NC(=O)c2ccc(Cc3n[nH]c(=O)c4cccnc34)cc2)cc1	98	102	104	99	93	103	90	106
NC(=O)N1N=C(c2ccc(Cl)cc2)CC1c1cn(-c2ccccc2)nc1-c1ccc(Cl)cc1 (stereo not drawn)	80	41	71	50	38	85	58	75
O=C(c1cccnc1)N(Cc1ccccc1)C(=O)c1cccnc1	113	111	111	100	113	95	95	101
CCC(C)/C=C(\C)C(O)Cc1cc(O)cc(=O)o1 (stereo not drawn)	95	98	98	73	91	95	.	98
C#CC[N+]1(CC#CCCC[N+]2(CC#C)CCCC2)CCCC1	91	59	94	87	74	96	100	102
Cc1ccc(-c2nc3nc4sc(C)c(C)c4c(=O)n3[nH]2)cc1	89	95	116	.	88	117	83	101
Nc1nc(S)cc(=O)[nH]1	106	103	98	92	103	103	107	100
CCOC(=O)c1cn(CCN2CCOCC2)c2nc(NCc3ccc(OC)c(OC)c3)nn2c1=O	105	90	97	102	89	.	93	106

Rewritten as a markdown table: entries from further up
| compound | M14 | A549/ATCC | RPMI-8226 | HOP-92 | HOP-62 | CCRF-CEM | EKVX | MDA-MB-435 |
| --- | --- | --- | --- | --- | --- | --- | --- | --- |
| Cc1nnc2c(C#N)c(-c3cccn3C)cc(-c3ccc(Br)cc3)n12 | 103 | 102 | 57 | 70 | 85 | 35 | 98 | 120 |
| NS(=O)(=O)c1ccc(NC(=O)c2ccc(Cc3n[nH]c(=O)c4cccnc34)cc2)cc1 | 98 | 102 | 104 | 99 | 93 | 103 | 90 | 106 |
| NC(=O)N1N=C(c2ccc(Cl)cc2)CC1c1cn(-c2ccccc2)nc1-c1ccc(Cl)cc1 (stereo not drawn) | 80 | 41 | 71 | 50 | 38 | 85 | 58 | 75 |
| O=C(c1cccnc1)N(Cc1ccccc1)C(=O)c1cccnc1 | 113 | 111 | 111 | 100 | 113 | 95 | 95 | 101 |
| CCC(C)/C=C(\C)C(O)Cc1cc(O)cc(=O)o1 (stereo not drawn) | 95 | 98 | 98 | 73 | 91 | 95 | . | 98 |
| C#CC[N+]1(CC#CCCC[N+]2(CC#C)CCCC2)CCCC1 | 91 | 59 | 94 | 87 | 74 | 96 | 100 | 102 |

(listing goes on)
SMILES	M14	A549/ATCC	RPMI-8226	HOP-92	HOP-62	CCRF-CEM	EKVX	MDA-MB-435
O=C1Nc2ccc(Cl)cc2/C1=c1/sc2nc3ccccc3n2c1=O	95	85	97	67	94	91	77	105
Clc1ccc(-c2cnc(Cl)nc2NC2CCCCCC2)c(Cl)n1	95	97	74	72	76	93	.	99
COc1cc(C2C3=C(COC3=O)N(CCO)c3cc4c(cc32)OCCO4)cc(OC)c1O (stereo not drawn)	-22*	53	32	85	33	16	41	-35*
O=C(O)c1cc(Br)c(Br)s1	99	110	103	80	86	103	101	108
CCOC(=O)c1cc(C(=O)c2ccc(F)cc2F)n2ccccc12	108	86	78	47	89	85	100	106
O=C(N/N=C/C[C@@H]1[C@@H](CO)[C@H](O)C[C@@H]1O)c1ccncc1	99	72	93	98	89	100	108	108
O=C(Nc1ccccc1OC(=O)c1ccccc1)c1ccccc1	102	81	92	90	85	27	110	104
O=C(CCN1C(=O)CCC1=O)Nc1ncc(Cc2ccc(F)cc2)s1	109	108	101	100	100	89	104	104
O=c1cc(Cn2cc(CSc3nc4cc(Cl)ccc4o3)nn2)c2ccc3ccccc3c2o1	114	104	113	106	106	100	100	111
O=C1c2cccc3cccc(c23)C(=O)N1CCCCCCCCCCN1C(=O)c2cccc3cccc(c23)C1=O	119	.	108	108	104	.	.	104
O=S1(=O)CSCS(=O)(=O)C1	96	.	88	70	97	87	102	104
Cc1cc(=O)n2c(-c3cccc([N+](=O)[O-])c3)nc3c4ccccc4ccc3n12	113	94	92	75	103	94	.	102

Screening data from PubChem.

No enrichment for hits (roughly 13% active in at least one column).
